All columns: NCI-60 one-dose screen, growth in % after 48 h at 10 µM unless noted; 100 = growth as untreated, 0 = no growth, -100 = all killed.
KM12: KM12 colon cancer cells | 82,000 tested, 5% active | AID 1794800
HCC-2998: HCC-2998 colon cancer. 79,000 tested, 4.7% active
HCT-15: HCT-15 colon cancer. 82,000 tested, 5.2% active. AID 1794746
SNB-19: SNB-19 CNS cancer cells. 81,000 tested, 2.5% active
HCT-116: HCT-116 colon cancer. 82,000 tested, 7.3% active. AID 1794798
HT29: HT29 colon cancer | 81,000 tested, 7.4% active | AID 1794748
COLO 205: COLO 205 colon cancer; 79,000 tested, 7.3% active; AID 1794742
SW-620: SW-620 colon cancer. 82,000 tested, 5.2% active. AID 1794795
SNB-75: SNB-75 CNS cancer. 79,000 tested, 5% active
* marks the source's active call; other numbers are inactive results; & = joins results of further samples. How the source made its calls: active means growth percent below 10; inactive means the rest.

Preview, eight compounds:
`COc1cc(-c2c3c(nc4c2c(C)nn4-c2ccccc2)-c2ccccc2C(=O)C3=O)cc(OC)c1OC` gave KM12 81, HCC-2998 71, HCT-15 86, SNB-19 101, HCT-116 51, HT29 45, COLO 205 70, SW-620 86 and SNB-75 138.
For COC(=O)c1ccc2c(c1)OCO2 the results were KM12 98, HCC-2998 111, HCT-15 107, SNB-19 106, HCT-116 73, HT29 87, COLO 205 103, SW-620 106 and SNB-75 99.
C=CCNC(=S)NCC=C was read as KM12 115, HCC-2998 99, HCT-15 106, SNB-19 97, HCT-116 104, HT29 113, COLO 205 133, SW-620 111 and SNB-75 99.
For COC(=O)C1C2CC3c4[nH]c5cc(OC)ccc5c4CCN3CC2CC(OC)C1OC (centres undefined) the results were KM12 113, HCC-2998 103, HCT-15 107, SNB-19 101, HCT-116 100, HT29 112, COLO 205 122, SW-620 107 and SNB-75 117.
`O=S(=O)(Nc1ncccn1)c1ccc(Nc2nc(O)c(/C=C3\C=Nc4ccccc43)s2)cc1` gave KM12 99, HCC-2998 99, HCT-15 109, SNB-19 99, HCT-116 97, HT29 110, COLO 205 111, SW-620 100 and SNB-75 85.
CC(=O)Nc1ccc(N=Nc2ccc(N)c3cc(S(=O)(=O)O)ccc23)cc1 was read as KM12 104, HCC-2998 99, HCT-15 98, SNB-19 97, HCT-116 99, HT29 102, COLO 205 117, SW-620 97 and SNB-75 76.
Screening O=C(Nc1cccc(-n2cc(-c3ccncc3)c(-c3ccc(O)c(Cl)c3)n2)c1)Nc1cccc(C(F)(F)F)c1 returned KM12 -15*, HCC-2998 20, HCT-15 15, SNB-19 32, HCT-116 5.2*, HT29 22, COLO 205 23, SW-620 13 and SNB-75 -0.9*.
CCC(=O)NC1c2ccccc2Oc2ccccc21 was read as KM12 89, HCC-2998 85, HCT-15 91, SNB-19 105, HCT-116 103, HT29 100, COLO 205 95, SW-620 97 and SNB-75 76.

This part in full, from the start:
`COc1cc(-c2c3c(nc4c2c(C)nn4-c2ccccc2)-c2ccccc2C(=O)C3=O)cc(OC)c1OC` gave KM12 81, HCC-2998 71, HCT-15 86, SNB-19 101, HCT-116 51, HT29 45, COLO 205 70, SW-620 86 and SNB-75 138.
For COC(=O)c1ccc2c(c1)OCO2 the results were KM12 98, HCC-2998 111, HCT-15 107, SNB-19 106, HCT-116 73, HT29 87, COLO 205 103, SW-620 106 and SNB-75 99.
C=CCNC(=S)NCC=C was read as KM12 115, HCC-2998 99, HCT-15 106, SNB-19 97, HCT-116 104, HT29 113, COLO 205 133, SW-620 111 and SNB-75 99.
For COC(=O)C1C2CC3c4[nH]c5cc(OC)ccc5c4CCN3CC2CC(OC)C1OC (centres undefined) the results were KM12 113, HCC-2998 103, HCT-15 107, SNB-19 101, HCT-116 100, HT29 112, COLO 205 122, SW-620 107 and SNB-75 117.
`O=S(=O)(Nc1ncccn1)c1ccc(Nc2nc(O)c(/C=C3\C=Nc4ccccc43)s2)cc1` gave KM12 99, HCC-2998 99, HCT-15 109, SNB-19 99, HCT-116 97, HT29 110, COLO 205 111, SW-620 100 and SNB-75 85.
CC(=O)Nc1ccc(N=Nc2ccc(N)c3cc(S(=O)(=O)O)ccc23)cc1 was read as KM12 104, HCC-2998 99, HCT-15 98, SNB-19 97, HCT-116 99, HT29 102, COLO 205 117, SW-620 97 and SNB-75 76.
Screening O=C(Nc1cccc(-n2cc(-c3ccncc3)c(-c3ccc(O)c(Cl)c3)n2)c1)Nc1cccc(C(F)(F)F)c1 returned KM12 -15*, HCC-2998 20, HCT-15 15, SNB-19 32, HCT-116 5.2*, HT29 22, COLO 205 23, SW-620 13 and SNB-75 -0.9*.
CCC(=O)NC1c2ccccc2Oc2ccccc21 was read as KM12 89, HCC-2998 85, HCT-15 91, SNB-19 105, HCT-116 103, HT29 100, COLO 205 95, SW-620 97 and SNB-75 76.
Screening O=C(/C=C/C(=O)N1CCc2ccccc2C1)N1CCc2ccccc2C1 returned KM12 112, HCC-2998 103, HCT-15 132, SNB-19 118, HCT-116 94, HT29 109, COLO 205 184, SW-620 105 and SNB-75 100.
`O=C(CC(=O)c1cccs1)c1ccncc1` gave KM12 103, HCC-2998 107, HCT-15 98, SNB-19 101, HCT-116 111, HT29 109, COLO 205 103, SW-620 103 and SNB-75 101.
For COc1ccc(F)cc1NC(=O)OC(C)C the results were KM12 99, HCC-2998 107, HCT-15 102, SNB-19 101, HCT-116 104, HT29 102, COLO 205 103, SW-620 98 and SNB-75 90.
`CCOC(=O)c1sc(/N=C2\NC(=O)/C(=C/c3ccc(-n4ccnc4C)cc3)S2)nc1C` gave KM12 90, HCC-2998 95, HCT-15 86, SNB-19 95, HCT-116 96, HT29 94, COLO 205 127, SW-620 128 and SNB-75 96.
COc1ccc(C(=O)CSc2nc(-c3ccc(OC)cc3)cn2-c2ccc(Cl)cc2)cc1 was read as KM12 110, HCC-2998 103, HCT-15 91, SNB-19 89, HCT-116 80, HT29 89, COLO 205 114, SW-620 98 and SNB-75 90.
For Cc1ccc(-n2nnc(-c3nc4ccccc4c(=O)[nH]3)c2N)cc1 the results were KM12 104, HCC-2998 101, HCT-15 93, SNB-19 103, HCT-116 70, HT29 87, COLO 205 103, SW-620 99 and SNB-75 117.
For CC(=O)N[C@@H](CC(=O)O)C(=O)N[C@@H](CCC(=O)O)C(=O)O the results were KM12 108, HCC-2998 98, HCT-15 95, SNB-19 104, HCT-116 106, HT29 96, COLO 205 108, SW-620 109 and SNB-75 119.
For CCCCCC[C@@H]1O[C@@H](c2ccccc2)[C@@H](O)[C@H]1O the results were KM12 87, HCC-2998 111, HCT-15 109, SNB-19 103, HCT-116 97, HT29 108, COLO 205 106, SW-620 91 and SNB-75 85.
Screening CC(C)Cc1ccc(CC(C)C)c(OCCOCCN(C)C)c1 returned KM12 97, HCC-2998 48, HCT-15 97, SNB-19 93, HCT-116 67, HT29 42, COLO 205 12 and SW-620 93.
c1cncc(-c2nnc3sc(-c4csc5c4CCCC5)nn23)c1 was read as KM12 75, HCC-2998 94, HCT-15 72, SNB-19 73, HCT-116 94, HT29 68, COLO 205 99, SW-620 94 and SNB-75 100.
For COc1cc(Cl)cc(-c2nn(-c3cccc(NC(=O)c4ccc(N5CCOCC5)c(C(F)(F)F)c4)c3)cc2-c2ccncc2)c1 the results were KM12 38, HCC-2998 52, HCT-15 17, SNB-19 75, HCT-116 48, HT29 21, COLO 205 53, SW-620 69 and SNB-75 35.
`Nc1nc(N)c2c(n1)CCC(S(=O)(=O)c1ccc3ccccc3c1)C2` (centres undefined) gave KM12 33, HCC-2998 41, HCT-15 33, SNB-19 47, HCT-116 17, HT29 23, COLO 205 49, SW-620 25 and SNB-75 62.
For O=C1C2CC=CCC2C(=O)N1CNc1ccc(Cl)cc1 (centres undefined) the results were KM12 104, HCC-2998 99, HCT-15 90, HCT-116 90, HT29 96, COLO 205 115, SW-620 94 and SNB-75 78.
Screening C[C@H](O)[C@@H]1N[C@H]2N(C1=O)c1ccccc1[C@@]21CC2C(=O)N[C@@H]1C1=Nc3ccccc3CN12 returned KM12 103, HCC-2998 97, HCT-15 105, SNB-19 95, HCT-116 77, HT29 101, COLO 205 107, SW-620 111 and SNB-75 82.
`Fc1ccc(-n2cc(COc3ncnc4sc5c(c34)CCCC5)nn2)cc1` gave KM12 101, HCC-2998 106, HCT-15 97, SNB-19 98, HCT-116 104, HT29 103, COLO 205 112, SW-620 104 and SNB-75 88.
O=C(O)c1ccccc1C(=O)Nc1ccccc1 was read as KM12 117, HCC-2998 103, HCT-15 109, SNB-19 91, HCT-116 99, HT29 105, COLO 205 118, SW-620 112 and SNB-75 98.
For C/C(=N\NC(=O)CSc1nc(-c2cnccn2)cc(-c2cccs2)c1C#N)c1ccc(Cl)cc1 the results were KM12 108, HCC-2998 113, HCT-15 84, SNB-19 95, HCT-116 96, HT29 93, COLO 205 109, SW-620 104 and SNB-75 93.
Screening Cn1cc(-c2csc(-c3cn(C)c4ccccc34)n2)c2cnccc21 returned KM12 27, HCC-2998 -63*, HCT-15 -36*, SNB-19 52, HCT-116 -75*, HT29 4.3*, COLO 205 -68*, SW-620 -48* and SNB-75 104.
Screening Cc1ccc(C)n1-c1ccsc1C(=O)NNC(=O)C(Cl)=C(Cl)Cl returned KM12 100, HCC-2998 102, HCT-15 92, SNB-19 98, HCT-116 87, HT29 100, COLO 205 114, SW-620 114 and SNB-75 83.
Screening CC(=O)/C(=C/c1ccc(Br)cc1)C(=O)c1ccccc1 returned KM12 59, HCT-15 47, SNB-19 91, HCT-116 12, HT29 77, COLO 205 111, SW-620 58 and SNB-75 84.
O=c1[nH]c2ccccc2[nH]c1=O was read as KM12 123&113, HCC-2998 118&113, HCT-15 102&113, SNB-19 108&98, HCT-116 103&99, HT29 95&92, COLO 205 118, SW-620 97&101 and SNB-75 83.
`COC(=O)CCc1nc(C(=O)OC)c(CCC(=O)OC)nc1C(=O)OC` gave KM12 104, HCC-2998 103, HCT-15 102, SNB-19 94, HCT-116 93, HT29 98, COLO 205 107, SW-620 102 and SNB-75 86.
`Cc1nc(N)sc1C(=O)/C=C/c1cc(Br)cc(Br)c1O` gave KM12 102, HCC-2998 107, HCT-15 98, SNB-19 108, HCT-116 68, HT29 96, COLO 205 111, SW-620 105 and SNB-75 93.
COc1cc(C2N(c3ccc(C)cc3)NC(=O)[C@@H]3CCCN23)cc(OC)c1OC (some centres undefined) was read as KM12 71, HCC-2998 74, HCT-15 66, SNB-19 90, HCT-116 78, HT29 69, COLO 205 98, SW-620 68 and SNB-75 83.
For N#Cc1cccc(F)c1 the results were KM12 110, HCC-2998 118, HCT-15 98, SNB-19 94, HCT-116 106, HT29 104, COLO 205 114, SW-620 109 and SNB-75 127.
`O=C(O)CCC(=O)OCCN(Cc1ccc(Oc2ccc([N+](=O)[O-])cc2)cc1)C(=O)C(Cl)Cl` gave KM12 114, HCC-2998 100, HCT-15 101, SNB-19 105, HCT-116 111, HT29 113, COLO 205 139, SW-620 105 and SNB-75 91.
`CCOC(=O)c1ccccc1Cc1ccc(OC)cc1` gave KM12 122, HCC-2998 110, HCT-15 84, SNB-19 87, HCT-116 98, HT29 102, COLO 205 111, SW-620 104 and SNB-75 79.
`O=CN1N=C(c2ccc3c(c2)OCO3)CC1c1cccc(Nc2ccnc3cc(C(F)(F)F)ccc23)c1` (centres undefined) gave KM12 67, HCC-2998 94, HCT-15 71, SNB-19 90, HCT-116 74, HT29 73, COLO 205 68, SW-620 95 and SNB-75 89.
For O=[N+]([O-])c1ccc2nc(N/N=C/c3ccc(O)cc3)sc2c1 the results were KM12 33, HCT-15 53, SNB-19 78, HCT-116 23, HT29 78, COLO 205 90, SW-620 64 and SNB-75 74.
COC(=O)[C@@H](NS(=O)(=O)N(c1ccc(F)cc1)C1CCN(Cc2ccc(F)cc2)CC1)C(C)C was read as KM12 111, HCC-2998 93, HCT-15 100, SNB-19 96, HCT-116 87, HT29 95, COLO 205 125, SW-620 109 and SNB-75 89.
For COc1ccc(C(=O)c2cc(OC)c(OC)c(OC)c2)cc1OC(=O)CCl the results were KM12 7.2*, HCC-2998 26, HCT-15 17, SNB-19 31, HCT-116 11, HT29 22, COLO 205 16, SW-620 30 and SNB-75 61.
Screening C/C(CCC(=O)O)=N/Nc1ccc([N+](=O)[O-])cc1 returned KM12 27, HCC-2998 60, HCT-15 34, SNB-19 94, HCT-116 57, HT29 86, SW-620 73 and SNB-75 101.

Source: PubChem (NCI)
